Screening results (PubChem)
MCF10A rereplic = DNA re-replication induction in MCF 10a cells; AID 624296; Potency, µM (top dose mostly 46.1 µM), without a hit: at the top dose activity, positive = re-replication, hits mostly activators; 350,000 compounds, 2.9% hits; MCF 10A DNA re-replication, Hoechst nuclear intensity, 48 h; also: potency is read from the fitted curve at half-maximal effect; % of control where 0% means no effect; nearly all actives have a fitted effect of over 50% in size
ATXN viability = reduces viability in counter-screen for ATXN expression inhibitors | AID 651635 | S2 cells (HEK-293 line with an ATXN2-luciferase reporter) viability, CellTiter-Fluor protease fluorescence, 24 h | Potency, µM (series often up to 56.7 µM), usual class: cytotoxic | 400,000 compounds, 0.49% hits; also: potency is read from the fitted curve at half-maximal effect; nearly all actives have a fitted effect of over 40% in size
Nrf2 activator = activators of Nrf2 (ARE) signaling | AREc32 ARE-luciferase reporter (MCF7-derived line), luminescence, 24 h | Potency, µM (highest dose often 46.1 µM), without a hit: top-dose activation, most hits filed as activators | 410,000 compounds, 0.31% hits | AID 624171; also: potency is read from the fitted curve at half-maximal effect; % of control where 0% means no effect; nearly all actives have a fitted effect of over 65% in size
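AREc32 cells carrying an ARE-driven firefly luciferase reporter were seeded at 1000 cells/well in OPTI-MEM with 5% FBS, then exposed to compound for 24 hr at 37 deg C. Luminescence was read with Steady-Glo after 30 min at RT.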
A549 viability = A549 cytotoxicity, counter-screen for Nrf2 inhibitors; Potency, µM (titrated, usually from 46 µM), inactives show at the highest dose activity change, negative = cytotoxicity, most hits filed as inhibitors; AID 504648; 390,000 compounds, 0.16% hits; A549 ARE-Fluc cells, CellTiter-Fluor viability, 18-24 h; also: potency is read from the fitted curve at half-maximal effect; % is scaled to controls: 0 for no effect and ±100 for the full control effect
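A549 ARE-Fluc cells in 5% FBS OPTI-MEM, 5000 cells/well, rested 2 h then exposed to compounds in concentration-response for 18-24 h at 37 °C. Viability by CellTiter-Fluor fluorescence (Ex 405/Em 525) after 30 min; luciferase luminescence (BugLite, 15 min, RT) read afterwards.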
IL-1B inflam inh = inflammasome signaling inhibition, IL-1 beta readout. THP-1 LPS/ATP IL-1B secretion, AlphaLISA, 16 h; hits give low values. 360,000 compounds, 4.7% hits. activity change, % at 57.5 µM; in the data active = activity change below about -50%; inconclusive = mostly about -30% to -49%; also: % is scaled to controls: 0 for no effect and ±100 for the full control effect
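Secreted IL-1B measured by AlphaLISA bead assay after 16 h compound exposure of THP-1 cells; compounds (final up to 57.5 uM) added 1 h before LPS (250 ng/mL) and ATP (1.25 mM) stimulation; lower signal means less secretion.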
HepG2 viability = HepG2 cytotoxicity, counter-screen for TGF-b inhibitors | HepG2 CAGA-GFP viability, ATP luminescence, 18 h | 410,000 compounds, 0.76% hits | AID 588856 | Potency, µM (series often up to 46.1 µM), inactives show top-dose activity change, negative = cytotoxicity, actives largely listed as cytotoxic; also: potency is read from the fitted curve at half-maximal effect; some results filed as inactive show a strong effect at the top dose
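CellTiter-Glo luminescence gave cytotoxicity after 18 hours at 37 degrees C. The cells were HepG2 CAGA-GFP in 1% FBS DMEM, stimulated with 500 pg/mL TGF-beta after compound addition. %Activity was normalised to no-cell wells (complete cell-killing) and DMSO (no toxicity), and curves were fitted and classified.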
Nrf2 block = blocks Nrf2 signaling; A549 ARE-Fluc reporter, luciferase luminescence, 18-24 h; Potency, µM (series often up to 46 µM), for inactives: top-dose activity change, negative = inhibition, hits mostly inhibitors; 360,000 compounds, 2.1% hits; also: potency is read from the fitted curve at half-maximal effect; % is scaled to controls: 0 for no effect and ±100 for the full control effect; nearly all actives have a fitted effect of over 60% in size
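Concentration-response testing used A549 ARE_Fluc cells at 5000 cells/well. Following an 18-24 h compound incubation, viability was read by fluorescence (Ex 405/Em 525) and luciferase output by luminescence.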
ATXN2 expr inh = ATXN2 expression inhibition | HEK-293 ATXN2-luciferase reporter, luminescence, 24 h | Potency, µM (top dose mostly 57 µM), for the others: at the top dose activity change, negative = inhibition, most hits filed as inhibitors | 360,000 compounds, 0.72% hits | AID 1745845; also: potency is read from the fitted curve at half-maximal effect; % is scaled to controls: 0 for no effect and ±100 for the full control effect; nearly all actives have a fitted effect of over 55% in size
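qHTS (up to 57 uM final) was run with 24 h compound exposure of reporter cells at 37 °C. Each well was multiplexed: SteadyGlo luminescence measured ATXN2-luciferase expression after a fluorogenic Gly-Phe-AFC viability readout (25 uM final).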
TGFb inhibitor = TGF-b pathway inhibition | 410,000 compounds, 1.2% hits | HepG2 CAGA-GFP TGF-b/SMAD3 reporter, GFP fluorescence, 18 h; TGF-beta stimulated, 500 pg/mL final | Potency, µM (doses to about 46.1 µM), inactives show top-dose activity, negative = inhibition, most hits filed as inhibitors; also: potency is read from the fitted curve at half-maximal effect; % is scaled to controls: 0 for no effect and ±100 for the full control effect; nearly all actives have a fitted effect of over 65% in size
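Smad-responsive CAGA-GFP expression was quantified in HEPG2 cells exposed to compounds and 500 pg/mL final TGF-beta for 18 h at 37 degrees C; unstimulated wells defined full inhibition.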
* marks the source's active call; other numbers are inactive results; i = inactive; ? = inconclusive; / = no result given; & = joins results of further samples; [ ] = another dose, or the depositor's remark. Unless noted, calls follow the shape of the dose curve; as a rule, active = well fitted curve in the direction sought with a large enough effect; inconclusive = small, poorly fitted or top-dose-only effect, or another doubt; inactive = no such curve, though single readings can be large; an effect the other way counts as inactive or inconclusive.

SMILES	MCF10A rereplic	ATXN viability	Nrf2 activator	A549 viability	IL-1B inflam inh	HepG2 viability	Nrf2 block	ATXN2 expr inh	TGFb inhibitor
O=C(CN1C(=O)C2C3CCC(C3)C2C1=O)N1CCN(Cc2ccccc2)CC1 (stereo unspecified)	-7%	i	-0.7%	-5%	42	1%	-17%	19%	14%
O=C(NCCS(=O)(=O)N1CCN(c2ccc(F)cc2)CC1)C1CC(=O)N(c2ccc(F)cc2)C1 (stereo unspecified)	/	/	0.4%	4%	/	3%	/	/	1%
CC1(C)CC(N(Cc2ccc(F)cc2)C(=O)c2ccc(F)cc2)CCO1 (stereo unspecified)	15%	i	-0.6%	-6%	-14	16%	-6%	0%	10%
O=[N+]([O-])c1ccc(C(=S)N2CCN(c3ccc(F)cc3)CC2)cc1	23%	i	3.1%	-1%	?	1%	18µM*	-32%	8%
CC1(C(=O)Nc2ccc3nc[nH]c3c2)CCN1C(=O)CCc1ccccc1 (stereo unspecified)	/	i	-0.9%	/	11	-1%	/	9%	8%
CN(C)c1cccc(C(=O)OCC(=O)Nc2ccccc2-c2ccccc2)c1	7%	i	-0.8%	-1%	3	2%	0%	1%	21%
CCn1c(SCC(=O)c2[nH]c(C)c(C(C)=O)c2C)nnc1-c1ccncc1	11%	i	0.1%	0%	20	-2%	-6%	15%	3%
CCCCNC(=O)CCn1nc(-c2ccc(Cl)cc2)c2ccccc2c1=O	13%	?	-1.2%&0.4%	6%&-4%	?	10%&-29%	-20%&-18%	-38%&-35%	?
Cc1c2cnn(-c3ccccc3)c(=O)c2c(C)n1CCCC(=O)Nc1cccc(F)c1	/	i	5.9%	-11%	/	-26%	?	-4%	-39%
CCCn1nnnc1NC(=O)CSc1ccc(Cl)cc1	-1%	i	-0.5%	-2%	8	-18%	-20%	-21%	1%
CSc1ccc(/C=N/N2CCN(c3ccccc3)CC2)cc1	-1%	i	0.0%	-4%	-6	61%	20%	48%[activator]	-4%
CN(Cc1ccccc1)C(=O)CN1C(=O)CSc2ccc(S(=O)(=O)N3CCOCC3)cc21	/	/	-0.7%	-3%	/	-1%	/	/	0%
CC(=O)Nc1ccc(S(=O)(=O)N2CCC(C(N)=O)(N3CCCCC3)CC2)cc1	1%	i	-0.3%	1%	1	-25%	-18%	-11%	-2%
O=C(CN1C(=O)NC2(CCCCCC2)C1=O)NCCc1ccccc1	2%	i	0.6%	-2%	2	2%	4%	15%	5%
Cc1cc(C)c2ccc(/C=N/O)nc2c1O	24%	i	5.7%	15%	9	-101%	13%	/	18µM*
C(=C\c1ccccc1)/CN1CCN(C(c2cccs2)c2nnnn2Cc2ccccc2)CC1 (stereo unspecified)	/	?	0.5%	/	-3	-9%	/	?	11µM*
Cc1ccc(C(=O)Nc2c(C)nc3ccccn3c2=O)cc1C	/	/	4.5%	12%	/	-20%	/	/	-19%
Cc1noc(-c2ccc(Cl)cc2)c1C(=O)O/N=C(\N)c1ccc(C(C)(C)C)cc1	?	?	1.9%	?	-66*	-95%	?	?	?
COc1ccccc1N1CCN(C(=O)C2CC2)CC1	?	i	-0.1%	-7%	9	0%	-11%	14%	-4%
CC(=O)Nc1ccc(NS(=O)(=O)c2ccc(OC(C)C(=O)N3CCOCC3)cc2)cc1 (stereo unspecified)	1%	i	0.0%	1%	-9	-1%	4%	-6%	15%
COc1ccc(Cl)cc1C(=O)O/N=C(\N)c1ccncc1	1%	i	4µM*	-1%	-4	-22%	?	36%	17%
CCc1nn2c(=O)c(S(=O)(=O)Nc3ccc(Br)cc3F)c(C)nc2s1	/	i	-0.3%	1%	/	-3%	6%	2%	0%
CCOc1ccc(C(=O)NCCn2cc(SCC(=O)Nc3ccccc3)c3ccccc32)cc1	/	?	3.0%	-10%	/	-14%	?	?	10µM*
CCN1CCN(c2nc(N(C)c3ccccc3)nc(N)c2[N+](=O)[O-])CC1	2%	?	1.8%	-5%	-5	-173%	?	-7%	0%
CC(C)c1ccc(NC(=O)N2CCCC2C(=O)Nc2ccc(-n3cnnn3)cc2)cc1 (stereo unspecified)	-2%	i	0.2%	5%	7	-13%	?	9%	-6%
OC1(c2ccc(OC(F)F)cc2)CSC(=Nc2cccnc2)N1C1CC1 (stereo unspecified)	?	i	2.9%	-17%	?	-24%	?	-1%	-26%
CN(C[C@H](Cc1ccccc1)N(C[C@H](c1ccccc1)N(CCc1ccccc1)N=O)N=O)N=O	-5%	i	-0.5%	-2%	-18	-2%	4%	6%	-1%
COc1cc(/C=C/C(=O)OCC(=O)Nc2ccccc2Cl)cc(OC)c1OC	6%	?	-0.3%[9.22 µM]	1%	15	-10%	-19%	-27%	-19%
COCCCN1C(=O)c2ccc(C(=O)NCCc3ccccc3)cc2C1=O	-2%	i	0.2%	-1%	15	-47%	?	24%	-13%
CC(Oc1ccc(Cl)cc1Cl)c1nc(-c2ccc(NC(=O)c3ccccn3)cc2)no1 (stereo unspecified)	?	i	0.3%	-2%	5	-3%	-6%	2%	-6%
Cc1ccc(O)c(/C=N/NC(=O)Cc2ccc(Cl)cc2)c1	0%	i	-2.7%	-2%	95	-43%	17%	/	?
Cc1ccc2scc(N3CCC(C)CC3)c(=O)c2c1	/	i	1.0%	-2%	/	-9%	/	72%[activator]	-2%
COc1ccc(Cl)cc1NC(=O)c1cc(C)nc2c1c(C)nn2-c1ccccc1	/	i	-0.2%	8%	/	1%	22%	5%	-12%
O=C1c2ccccc2C(O)N1Cc1cccs1 (stereo unspecified)	5%	i	-1.2%	-2%	4	8%	20%	8%	2%
COC(=O)CCCc1nc2ccccc2s1	-9%	i	0.6%	1%	6	-2%	13%	1%	10%
C1=CC2(C=C1)OC21CCC2(C=CC3(C2)OC3C2CCCCC2)CC1 (stereo unspecified)	/	i	8.6%	/	0	-23%	/	/	-13%

The list goes on, overlapping the part above by 4 compounds.
SMILES	MCF10A rereplic	ATXN viability	Nrf2 activator	A549 viability	IL-1B inflam inh	HepG2 viability	Nrf2 block	ATXN2 expr inh	TGFb inhibitor
COc1ccc(Cl)cc1NC(=O)c1cc(C)nc2c1c(C)nn2-c1ccccc1	/	i	-0.2%	8%	/	1%	22%	5%	-12%
O=C1c2ccccc2C(O)N1Cc1cccs1 (stereo unspecified)	5%	i	-1.2%	-2%	4	8%	20%	8%	2%
COC(=O)CCCc1nc2ccccc2s1	-9%	i	0.6%	1%	6	-2%	13%	1%	10%
C1=CC2(C=C1)OC21CCC2(C=CC3(C2)OC3C2CCCCC2)CC1 (stereo unspecified)	/	i	8.6%	/	0	-23%	/	/	-13%
CC(=O)Nc1cc(C)nn1-c1nc(C)cc(C)n1	0%	i	-0.6%	1%	2	1%	-2%	17%	-4%
Cc1cc(-c2csc3nc[nH]c(=S)c23)cc(C)c1C	?	?	9.4%	?	-9	10%	23µM*	?	?
Cc1ccc(C(=O)O/N=C(\N)c2ccccn2)c(C)c1	7.3µM*	?	-2.1%	?	?	-13%	/	?	-3%
CCNC(=O)N(CC)C[C@H]1N[C@@](C)(C(=O)OC)[C@H]2C(=O)N(Cc3ccccc3)C(=O)[C@@H]12	-5%	i	0.0%	4%	8	2%	17%	2%	3%
Cc1ccc2cc(/C=N/Nc3nc4ccccc4[nH]3)c(Cl)nc2c1	1%	i	17%	-11%	34	-28%	?	/	-8%
C#CCN(C[C@@H]1[C@@H](OC(=O)NCc2ccccc2)[C@@H](OC(=O)NCc2ccccc2)CN(C(=O)OC(C)C)N1C(=O)OC(C)C)S(=O)(=O)c1ccc(C)cc1	/	i	-0.2%	/	-58*	2%	/	1%	?
Cc1cccc2c1N1C(=O)c3c(C(=O)O)cccc3C1CC2C (stereo unspecified)	11%	i	0.2%	9%	9	-27%	-15%	8%	1%
CC(C)C(=O)N1CCC2(CC1)Oc1ccc(F)cc1C(=O)C21CC(c2ccccc2)=NO1 (stereo unspecified)	17%	i	-0.1%	2%	45	-41%	-12%	-15%	-6%
COc1ccccc1Nc1nc(-c2sc(NC(=O)CC(C)C)nc2C)cs1	61%	i	-1.7%	2%	5	-14%	11%	3%	-13%
CN(CC(=O)Nc1ccc(F)cc1)C(=O)COC(=O)c1cccc(N(C)C)c1	2%	i	0.6%	0%	0	-7%	?	8%	-7%
Cc1[nH]nc2c1C(c1ccc(-c3ccc(Cl)cc3)o1)C(C#N)=C(N)O2 (stereo unspecified)	?	?	16µM*	-10%	-101*	-84%	20%	4%	?
CCOc1ccc(CCNC(=O)Cn2nc(C)c3c(C)n(-c4ccccc4)nc3c2=O)cc1	0%	i	-0.6%	-1%	-4	4%	-1%	-15%	2%
O=C(Nc1ccccc1C(=O)OCc1cc(=O)n2ccsc2n1)c1ccc(Cl)cc1	/	i	15%	10%	/	-27%	/	2%	-20%
O=C(NCC1CC1)NC(=O)c1ccccc1F	/	i	0.1%	/	9	7%	/	20%	15%

Part of the list above, limited to MCF10A rereplic:
| structure | MCF10A rereplic |
| --- | --- |
| CC(C)C(=O)N1CCC2(CC1)Oc1ccc(F)cc1C(=O)C21CC(c2ccccc2)=NO1 (stereo unspecified) | 17% |
| COc1ccccc1Nc1nc(-c2sc(NC(=O)CC(C)C)nc2C)cs1 | 61% |
| CN(CC(=O)Nc1ccc(F)cc1)C(=O)COC(=O)c1cccc(N(C)C)c1 | 2% |
